# Assay outcomes as filed in PubChem.
# GPR151 activ = activators of human GPR151 | PathHunter beta-arrestin GPR151 cells, luminescence | Q8TDV0 | activation, % at 11.2 µM | actives 1% (n = 650,000); in the data active = activation above about 4.9%;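 note: 0% = median of compound wells and 100% = cells with positive control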
# MITF inh = human MITF inhibition, primary screen; actives 0.91% (n = 650,000); AlphaScreen MITF homodimerization, bead proximity signal; O75030; AID 1259374; inhibition, % at 2.6 µM; in the data active = inhibition above about 50%;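 note: 0% = vehicle wells with protein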
# TEAD-YAP block = TEAD-YAP interaction inhibition. HEK-TIYL cells, TEAD-Gal4/YAP UAS-luciferase luminescence. inhibition, % at 9.12 µM. actives 1.4% (n = 640,000); in the data active = inhibition above about 32%;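 note: 0% = median of test compound wells and 100% = reference inhibitor wells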
# FBW7 act = human FBW7 E3 ligase activation, primary screen; Q969H0; AlphaScreen FBW7–phospho-cyclin E peptide binding, activator screen; normalized activity (activation), % at 26.1 µM; actives 0.13% (n = 650,000); AID 1259310; in the data active = normalized activity above about 1.9%;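 note: purified mutant Fbw7 with reduced substrate affinity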
# Target sequence (Q969H0 whole entry, looked up): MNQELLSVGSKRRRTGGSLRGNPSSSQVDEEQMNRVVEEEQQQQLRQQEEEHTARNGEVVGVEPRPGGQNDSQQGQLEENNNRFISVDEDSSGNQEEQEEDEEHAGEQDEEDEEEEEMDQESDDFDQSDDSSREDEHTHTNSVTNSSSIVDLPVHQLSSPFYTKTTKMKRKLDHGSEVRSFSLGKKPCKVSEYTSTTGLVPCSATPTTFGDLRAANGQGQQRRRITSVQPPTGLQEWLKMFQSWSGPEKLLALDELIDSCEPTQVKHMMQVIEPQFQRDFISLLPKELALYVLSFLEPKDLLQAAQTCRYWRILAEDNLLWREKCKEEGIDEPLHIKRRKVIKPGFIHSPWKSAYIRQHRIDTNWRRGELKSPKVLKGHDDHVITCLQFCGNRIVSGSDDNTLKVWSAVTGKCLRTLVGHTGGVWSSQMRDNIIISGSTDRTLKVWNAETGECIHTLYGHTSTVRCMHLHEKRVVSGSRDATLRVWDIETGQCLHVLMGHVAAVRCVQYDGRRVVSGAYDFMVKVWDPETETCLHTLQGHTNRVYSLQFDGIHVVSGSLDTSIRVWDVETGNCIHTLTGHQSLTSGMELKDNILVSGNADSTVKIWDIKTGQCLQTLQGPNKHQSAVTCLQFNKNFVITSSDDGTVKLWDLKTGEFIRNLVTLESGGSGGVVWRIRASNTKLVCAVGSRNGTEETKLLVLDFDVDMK
# * hit, by the source's call.
# Sequence of screens – GPR151 activ, MITF inh, TEAD-YAP block, FBW7 act
1	O=C(NCCc1ccccn1)C1CC12CCN(C(=O)c1cccc(C(F)(F)F)c1)CC2 (stereo unspecified)
    -0.4, 18, 4, 0.8
2	COc1cccc(CNC(=O)Cn2cc3c(n2)-c2c(oc(C(=O)N4CCCC4)c2C)CC3)c1
    1.6, -4, 2, 0.0
3	CC#CC(=O)N1CCc2nnc(C(CC(C)C)NC(=O)CCOC)n2CC1 (stereo unspecified)
    0.0, 5, 6, 0.0
4	CCOC(=O)c1[nH]c(C)c(C(=O)OCc2nc3ccc(Cl)cc3n2CCO)c1C
    6.3*, -2, 56*, -0.1
5	O=c1oc2ccccc2c(N2CCN(c3ccccc3)CC2)c1[N+](=O)[O-]
    -2.3, -6, 2, 0.1
6	CCC(Sc1nc2ccccc2c(=O)n1CCC(=O)NCCc1ccc(OC)c(OC)c1)C(=O)NCc1ccco1 (stereo unspecified)
    1.2, -10, 6, -0.1
7	CCOc1ccccc1/C=C1\N=C(c2ccc(Cl)cc2)OC1=O
    -0.9, -5, -3, 0.0
8	Cc1nc(SCC(=O)Nc2ccccc2C#N)n[nH]1
    1.8, -22, 9, 0.4
9	COc1ccccc1OCC(=O)N(Cc1nc(-c2ccccc2)no1)C(C)C
    4.4, -11, -8, 0.0
10	O=C(COC(=O)c1cccc(NC(=O)c2ccc([N+](=O)[O-])cc2)c1)c1ccc(F)cc1
    0.3, 10, 1, -0.1
11	CCNC(=S)NNC(=O)C(NC(=O)c1ccccc1OCC)C(C)C (stereo unspecified)
    2.7, 11, 5, 0.1
12	CCN1C(=O)c2ccccc2S(=O)c2ccc(C(=O)NCc3ccco3)cc21 (stereo unspecified)
    1.0, -2, -18, -0.1
13	Cc1ccc2cc(CN(C(=O)c3cnccn3)C3CCCC3)c(Cl)nc2c1
    -0.2, -4, -8, -0.1
14	Cc1nn(Cc2ccccc2)c(C)c1N=Cc1c(O)n(-c2ccc(Cl)cc2)c(=O)[nH]c1=O
    2.0, 8, 18, 0.3
15	O=C1CC(c2ccncc2)c2cc3c(cc2N1)OCO3 (stereo unspecified)
    0.6, 23, 1, 0.3
16	COc1cccc(CNC(=O)c2cc3cc(-c4cn[nH]c4)ccc3[nH]2)c1
    -0.9, 3, 5, -0.1
17	Cc1ccc(NC(=O)C2(c3cccs3)CCOCC2)cc1C
    0.2, 16, 2, 0.0
18	COc1ccccc1N=C1SC(C(=O)Nc2cccc(Cl)c2)CC(=O)N1C (stereo unspecified)
    2.0, 5, -6, 0.0
19	CCOC(=O)CNC(=O)CSc1nnc(Cc2cccn2C)n1CCc1ccccc1
    -0.8, -3, 8, -0.1
20	C=Cc1ccc(COc2ccc3c(C)c(CCCCCC)c(=O)oc3c2C)cc1
    1.2, 5, 7, 0.8
21	CC1CN(C(=O)/C=C/c2ccccc2[N+](=O)[O-])CC(C)O1 (stereo unspecified)
    -1.7, 3, 0, -0.2
22	COc1ccc(/C(O)=C2/C(=O)C(=O)N(CCCn3ccnc3)C2c2ccc(OC)c(OC)c2)cc1 (stereo unspecified)
    -0.2, 16, -3, 0.1
23	Cc1cc(NC(=O)c2ccccc2Br)no1
    -1.2, 1, -43, 0.1
24	CC(=O)c1ccc(NC(=O)CCN2C(=O)c3ccccc3C2=O)cc1
    0.5, -6, -7, 0.3
25	COc1ccc(C2CC(C(F)(F)F)n3nc(C(=O)N4CCCc5ccccc54)c(Cl)c3N2)cc1 (stereo unspecified)
    -1.3, 50, 22, 0.0
26	O=C(COc1ccc(Cl)cc1Cl)Nc1c2c(nn1-c1ccc([N+](=O)[O-])cc1)CS(=O)(=O)C2
    -2.0, -8, 15, -0.1
27	COC(=O)CCCNC(=O)COc1ccc(Cl)cc1Cl
    -0.7, 23, -13, 0.1
28	CCS(=O)(=O)N1CCCc2cc(NC(=O)c3c(F)cccc3F)ccc21
    -0.7, 17, -7, 0.1
29	CC1CCc2c(sc(NC(=O)c3ccccc3)c2C(=O)N2CCCCC2)C1 (stereo unspecified)
    0.0, -9, 2, 0.1
30	CCn1cc(CCC(=O)NCc2ccc(OC)cc2)c2ccccc21
    -0.8, -4, -9, -0.1
31	O=C(N/N=C\c1cc(O)c(O)c(Br)c1)c1cccnc1
    -0.1, 27, -4, -0.1
32	COc1ccc(C(C)=O)cc1COC(=O)CNC(=O)c1ccc(Oc2ccccc2)cc1
    0.0, 30, 8, 0.3
33	COc1ccc(C2C(C(=O)c3cccs3)=C(O)C(=O)N2CCN(C)C)cc1OC (stereo unspecified)
    -0.9, -14, -4, -0.1
34	CSc1ccc(-c2nc(-c3ccccc3)c(-c3ccc(Sc4ccccc4)cc3)[nH]2)cc1
    2.0, -4, 2, -0.1
35	CCN(CC)C(=O)Cn1nc2c3ccccc3ncn2c1=O
    0.5, -2, 6, 0.4
36	Cc1nnn(C23CC4CC(CC(CC(=O)Nc5ccc(Br)cc5)(C4)C2)C3)n1
    0.0, 20, -7, 1.0
37	Cc1nn2c(NCCO)c3c(nc2c1-c1cccs1)CCC3
    4.6, 5, 4, 0.0
38	Nc1nc(SCC(=O)N2CCCC2)[nH]c(=O)c1NC(=O)c1cccs1
    2.0, 2, 0, -0.1
39	COc1ccc(C#N)c(SCc2ccccc2)c1
    2.1, -10, -26, 0.1
40	O=[N+]([O-])c1cc(C(F)(F)F)ccc1NCCCNS(=O)(=O)c1ccccc1
    2.6, 2, -1, -0.1
41	C=CCSc1nnc2c(n1)OC(c1cc(Cl)c(O)c(OCC)c1)Nc1ccccc1-2 (stereo unspecified)
    2.2, -9, -34, -0.1
42	Cc1ccsc1CCNC(=O)c1cc(S(=O)(=O)N2CCOCC2)cn1C
    -0.5, -12, -7, -0.1
43	C=C(C)CN(CC)C(=O)CCN1Cc2cc(OC)ccc2OC(CC)C1 (stereo unspecified)
    0.6, 7, -4, 0.0
44	COc1ccc(C(=O)Nn2c(-c3cccc(C)c3)nc3ccccc3c2=O)cc1OC
    1.0, -8, -9, -0.1
45	C=C(C)CNc1nc(-c2ccccc2)c(-c2ccccc2)s1
    1.0, -1, -1, 0.1
46	O=S(=O)(Nc1ccc(Cl)c(C(F)(F)F)c1)c1cnc[nH]1
    -0.9, 10, 4, 0.2
47	CC1CC(C)CN(C(=O)c2cn(C)c(=O)c3c2c2ccccc2n3C)C1 (stereo unspecified)
    0.8, 5, 3, 0.0
48	CCn1c(C(CC(C)C)NC(C)=O)nc2cccnc21 (stereo unspecified)
    0.2, -6, 5, 0.0
49	O=C1c2ccccc2-c2c1cccc2C(=O)N1CCN(C(=O)c2ccco2)CC1
    1.2, 11, 3, 0.0
50	COC(=O)c1ccc(/C=N/NC(=O)C(=O)NC2CCCCC2)cc1
    -1.0, 11, -11, 0.1
51	Cc1cc(Cl)c(OCCCn2cncn2)c(Br)c1
    -0.4, 4, 0, 0.2
52	Cc1ccc(-c2nn3c(C(=S)Nc4ccc(Cl)cc4)c(-c4ccc(Cl)cc4)c4c3n2CCCC4)cc1
    0.9, 7, -1, -0.2
53	CCc1noc(C)c1C(=O)NCCN1Cc2ccccc2OC(c2ccsc2)C1 (stereo unspecified)
    0.9, -10, 5, 0.4
54	CC(c1ccccc1)N1CC(C(=O)Nc2ccc(Cl)cc2)CC1=O (stereo unspecified)
    4.9, -6, 8, 0.0
55	COc1ccc(C2C(C(=O)Nc3cccc(F)c3)=C(C)NC3=C2C(=O)CCC3)cc1 (stereo unspecified)
    1.1, -1, 0, -0.1
56	CN(CCO)Cc1c(C(=O)N2CCc3ccccc3C2)nc2ccc(Cl)cn12
    -1.2, 11, 11, 0.0
57	CCCNc1nc(Nc2nccc3ccccc23)nc(N(CC)CC)n1
    4.4, 31, 20, -0.2
58	O=C(Nc1cccc(C(F)(F)F)c1)c1cc[n+]([O-])cc1
    -0.3, -4, -3, 0.0
59	O=C1CSC(c2cc3c(cc2Br)OCO3)N1c1cccc(C(F)(F)F)c1 (stereo unspecified)
    0.3, -3, -11, -0.1
60	CCN1CCN(c2ccc(NC(=O)c3ccc(OC)cc3)cc2Cl)CC1
    -0.3, 7, -51, 0.1

# Next part
# Sequence of screens – GPR151 activ, MITF inh, TEAD-YAP block, FBW7 act
61	O=C(CCc1nc2ccccc2[nH]1)NC1CCCCC1
    0.5, 3, -8, 0.1
62	O=C1CN(C(=O)CSc2nnc3scc(-c4ccccc4)n23)c2ccccc2N1
    -0.9, -2, 9, 1.2
63	FC(F)Sc1ccc(C2=Nn3c(Cc4ccccc4)nnc3SC2)cc1
    -1.5, 6, 10, 0.8
64	CCOC(=O)c1sc(Nc2nc3cc4c(cc3s2)OCO4)cc1C
    0.9, -7, -34, 0.1
65	Cc1cc(S(=O)(=O)N2CCCC(CO)(Cc3ccccc3C)C2)c(C)s1 (stereo unspecified)
    2.4, 7, 12, 0.2
66	COC(CN(C)C(=O)c1c(C)nc2scc(C)n12)OC
    -1.1, -15, 11, -0.2
67	Cc1ccc(-c2cnc(NCCc3ccccc3)nc2)cc1
    -0.8, -4, -40, -0.1
68	COc1ccc(/C=C/C2=NC(=C\c3ccccc3OC)/C(=O)O2)cc1
    0.2, -7, -4, 0.1
69	O=C(O)c1ccccc1NC(=O)C(C(F)(F)F)C(F)(F)F
    -0.9, 7, 3, 0.0
70	O=C(O)c1ccc2c(c1)NC(=O)C(CSCc1c(F)cccc1Cl)N2 (stereo unspecified)
    -0.7, 4, -4, -0.1
71	Cn1ncc(I)c1C(=O)Nc1ccc(Cl)cc1
    -0.6, 11, 17, 0.0
72	CCOC(=O)c1ccc(OCC2c3cc(OC)c(OC)cc3CCN2C(=O)/C=C/c2ccco2)cc1 (stereo unspecified)
    -0.2, 1, 4, -0.1
73	CC(C)Oc1ccc(NC(=O)c2ccccc2[N+](=O)[O-])cc1
    -1.5, -17, -19, -0.1
74	CCn1c(SCc2cc([N+](=O)[O-])cc3c2OCOC3)nnc1-c1ccccc1
    0.2, 3, 2, 0.0
75	Cc1cc2n(n1)C(c1ccc(O)c(O)c1)Nc1ccccc1-2 (stereo unspecified)
    0.1, -1, -5, -0.1
76	O=C(CCC(=O)c1ccccc1)OCc1ccccc1
    2.7, -2, 3, -0.5
77	COc1ccc(CN2CCC3(CC2)NC(=O)c2ccccc2O3)cc1Cn1cccn1
    -0.6, 19, 1, 0.3
78	O=C(Nc1ccc(Oc2ccc3ccccc3c2Cl)c(Cl)c1)c1cc(Cl)ccc1NS(=O)(=O)c1ccc(Cl)cc1
    0.4, -3, 7, -0.1
79	Cc1nc(-c2ccccc2)c2c(=O)cc(-c3ccccc3)[nH]c2n1
    0.0, 8, -4, 0.0
80	COc1cc(NC(=O)COC(C)=O)cc(OC)c1OC
    0.1, -7, -6, 0.0
81	COC(=O)c1ccc(OC(=O)c2ccccc2C)cc1
    -1.9, 19, -5, 0.2
82	CCOc1ccc(NC2SC(=O)N(c3ccc(C)cc3)C2=O)cc1 (stereo unspecified)
    -1.2, 2, 5, 0.0
83	O=[N+]([O-])C12C=CCC([N+](=O)[O-])(CN(Cc3ccccc3)C1)C2 (stereo unspecified)
    0.9, 11, -3, 0.1
84	CC(C)(C)c1ccc(-c2nc3cc(NC(=S)NC(=O)c4cc5ccccc5o4)ccc3o2)cc1
    0.4, -17, 9, 0.0
85	N#Cc1ccc(COC(=O)c2ccc3c(c2)OCO3)cc1
    1.7, 8, 4, 0.0
86	CCOC(=O)c1[nH]c(C)c(C(=O)NCCN2CCN(Cc3ccccc3)CC2)c1C
    0.8, 5, 1, -0.3
87	O=C(COc1ccccc1)Nc1nnc(-c2ccccc2)s1
    0.9, 1, -33, -0.2
88	COc1cc(C=O)c(Br)c(Cl)c1O
    0.4, 13, -2, 0.1
89	CC(C)COc1ccc(C(=O)Nc2scc(-c3ccc(Br)cc3)c2C(=O)OC(C)C)cc1
    0.0, -2, -5, 0.1
90	O=c1oc2c(Cl)cc(Cl)cc2cc1-c1nc(-c2ccc3oc4ccccc4c3c2)cs1
    0.4, 17, 8, 0.5
91	CCCc1[nH]nc2c1C1(C(=O)Nc3ccc(Cl)cc31)C(C#N)=C(N)O2 (stereo unspecified)
    1.8, -2, -1, 0.0

# An unsorted share of the library; any-hit rate near 3.4%.
